Assay outcomes: PubChem BioAssay, National Center for Advancing Translational Sciences (NCATS)
12-LOX inh = blocks human arachidonate 12S-lipoxygenase; P18054; purified 12hLO, xylenol orange hydroperoxide absorbance; Potency, µM (top dose mostly 108 µM), inactives show top-dose activity change, negative = inhibition, hits mostly inhibitors; hit rate 1.1% among 580,000; AID 1671190; active = well fitted inhibition curve with a large enough effect; inconclusive = small, poorly fitted or top-dose-only effect, or another doubt; inactive = no such curve, though single readings can be large or run the other way
Target sequence (P18054 whole entry, looked up): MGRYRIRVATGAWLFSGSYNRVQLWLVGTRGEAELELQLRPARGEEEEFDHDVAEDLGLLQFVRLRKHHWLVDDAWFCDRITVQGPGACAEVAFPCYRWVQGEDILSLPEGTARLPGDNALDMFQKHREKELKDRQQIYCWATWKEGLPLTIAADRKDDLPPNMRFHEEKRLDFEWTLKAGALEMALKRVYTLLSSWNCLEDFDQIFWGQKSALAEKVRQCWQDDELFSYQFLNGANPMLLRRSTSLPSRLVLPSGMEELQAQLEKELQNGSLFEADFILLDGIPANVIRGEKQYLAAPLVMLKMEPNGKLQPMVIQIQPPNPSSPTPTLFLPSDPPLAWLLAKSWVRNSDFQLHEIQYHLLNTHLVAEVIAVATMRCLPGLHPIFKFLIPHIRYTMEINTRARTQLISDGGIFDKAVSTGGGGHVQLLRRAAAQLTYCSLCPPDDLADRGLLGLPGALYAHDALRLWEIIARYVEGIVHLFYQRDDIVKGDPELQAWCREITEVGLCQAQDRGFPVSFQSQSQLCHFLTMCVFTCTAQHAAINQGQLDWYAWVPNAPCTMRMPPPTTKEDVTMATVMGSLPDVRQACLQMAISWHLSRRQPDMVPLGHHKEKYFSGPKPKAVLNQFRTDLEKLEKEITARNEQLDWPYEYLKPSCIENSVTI
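Purified human 12hLO (150 nM final) in 25 mM Hepes, 0.01% Triton X-100, pH 7.0 was preincubated 15 min at room temperature with compound. Then 40 uM arachidonic acid was added, 30 min. Hydroperoxide was read by Fe-XO absorbance ratio 573/405 nm.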
Active calls of the source: *; u = inconclusive; [ ] = dose if it differs, or a comment. % is scaled to controls: 0 for no effect and ±100 for the full control effect; potency is read from the fitted curve at half-maximal effect. Only part of the results is shown; the hit share may differ from the screen's.

SMILES	12-LOX inh
Cc1cc(=O)n2[nH]c(CC(=O)N3CC[C@@](O)(C4CCOCC4)[C@H](C)C3)nc2n1	88%[activator]
CCn1cc(S(=O)(=O)NC2CCN(C(=O)N3CC4CC(C3)[C@H]3CCCC(=O)N3C4)CC2)cn1 (some centres not stated)	-14%
O=C(c1ccc(-c2ccc(O)cc2)cc1)N1CCOC2(CNCCOC2)C1 (configuration not stated)	7%
O=C(NCc1nnc2ccc(-c3ccc(Cl)cc3)nn12)c1cccc2[nH]ccc12	18%
CN(CC(=O)N1CCC(Cc2nc(C3CCOCC3)no2)CC1)S(=O)(=O)c1cnc[nH]1	-3%
CNc1cccnc1OC1CCN(S(=O)(=O)c2ccc3c(c2)CCC3)C1 (configuration not stated)	-4%
Cc1nc(-c2cn(C3CCCN(C(=O)c4ccc(F)c(Cl)c4)C3)nn2)no1 (configuration not stated)	8%
O=c1[nH]ccn1C1CCN(Cc2ccccc2C(F)(F)F)CC1	9%[176 µM]
Cc1cc(NC(=O)N2CCCC(Cn3c(C)nc4cccnc43)C2)ccc1Br (configuration not stated)	u
Cc1nc(C(C)C)sc1C(=O)N1CCCC(OCc2ccccn2)C1 (configuration not stated)	7%
CCOc1cc(=O)n2c(c1C(=O)NCc1ccccc1Cl)CCCCC2	u
Cc1noc(-c2cn(C3CCN(C(=O)c4cccc(N(C)C)c4)CC3)nn2)n1	15%
Cc1ccc(-n2nc(C)c([C@@H]3C=C[C@@H](NC(=O)COCC(=O)O)C3)c2C)cc1Cl	10%[176 µM]
Cc1nc(-c2ccc(OC3CCN(C(=O)NC4CCCCC4)C3)cc2)no1 (configuration not stated)	8%
COCc1nc(C2CCOCC2)nn1CC1COCCO1 (configuration not stated)	-13%
CCN1C(=O)CCN(S(=O)(=O)c2ccccc2)CC12CCOCC2	13%
COC(=O)c1cccc(NC(=S)N[C@H]2CO[C@H]3[C@@H]2OC[C@@H]3n2nnnc2Oc2cccc(N3CCOCC3)c2)c1	33%[activator]
Cc1cc(C(=O)Nc2cccc(-c3nnc4n3CCCC4)c2)n[nH]1	62%[activator]
Cc1cc(C)n2nc(C(=O)N3CCCC4(CNC(=O)O4)C3)cc2n1 (configuration not stated)	-6%
Cc1nc(-c2cccc(Cl)c2)n(Cc2cccc(F)c2)c(=O)c1CCO	6%
O=C(O)CCCC(=O)N1Cc2ccccc2CC2(CCCN(Cc3ccccc3)C2)C1 (configuration not stated)	14%[6.33 µM]
CCN1[C@H](C(=O)NCCOC)[C@@H](CO)[C@@H]2Cn3c(ccc(-c4ccc(C(=O)N(C)C)cc4)c3=O)[C@@H]21	u
[O-][n+]1ccccc1C(O)CSc1ccccc1 (configuration not stated)	u
CCNC(=O)N1CCC(Cc2nncn2CC)C1 (configuration not stated)	49%[activator]
Cc1ccc(CS(=O)(=O)N2CCC(C3CCNC3)CC2)cc1C (configuration not stated)	33%[activator]
Next section.
SMILES	12-LOX inh
COc1cccc(-c2cc3c(=O)n(CCNC(=O)C(C)Oc4ccccc4)ccn3n2)c1 (configuration not stated)	-2%
O=C(Nc1cccc(F)c1)N1Cc2[nH]cnc2C[C@H]1c1nc(-c2ccc(F)c(Cl)c2)no1	60%
CC1=C[C@@H](CC#N)[C@H](C(C)C)C[C@H]1CC(=O)NCc1ccc(F)cc1	40%[activator][176 µM]
Cc1noc(C)c1-c1cc(-c2cccc(N3CCOCC3)c2)cn2cncc12	44%[activator][176 µM]
COC[C@H]1CCCN1C(=O)C[C@@H]1O[C@H](CNS(=O)(=O)c2ccc(Cl)cc2)[C@@H](O)[C@H]1O	u
Fc1ccc(OC2CNC2)c(F)c1	-9%[12.5 µM]
O=C1NCC2(CCN([S+](=O)([O-])c3ccccc3)CC2)Oc2ccccc21	27%
Cc1cc2nc3n(c(=O)c2n1CC(=O)Nc1cccc(C(F)(F)F)c1)CCC3	17%
CCCCSCc1cc(C(=O)N2CC(C)(C)C(C)(O)C2)oc1C (configuration not stated)	-20%
Cc1ccc(C)c(NC(=O)c2cc3cn(C4CC4)cc3s2)c1	-24%
CN(C)C(=O)CC(O)c1cc2n(n1)CCN(C/C=C/c1ccccc1)C2 (configuration not stated)	39%[activator]
CNC(=O)[C@@H](c1ccc(OC)cc1)N1CCC[C@H]1C(=O)NC1CCCC1	u
COCc1nnc2n1CCC(NC(=O)c1ccn(C)n1)CC2 (configuration not stated)	30%
CC(=O)N[C@@H]1C=C[C@@H](c2c(C)nn(-c3ccc(C(F)(F)F)cc3)c2C)C1	33%[activator][176 µM]
Cc1cc(C(=O)N[C@@H]2CCOC[C@H]2OCC(=O)O)sc1-c1ccccc1	5%
Cc1ccc(-c2cc(C(=O)N3CCC4(CC(=O)NC4=O)C3)n[nH]2)o1 (configuration not stated)	28%
COc1ccnc(N2C[C@@H]3OCC(=O)N(CC4CC4)[C@@H]3C2)n1	u
COCCOC1CCN(C(=O)Cc2cccc(OC)c2)CC1	29%
CC(C)(C)C(=O)N1CCOC[C@H]1c1ncc(-c2ccc(OC(F)(F)F)cc2)[nH]1	40%[activator][176 µM]
Cc1nc(-c2c3n(c(=O)n(Cc4cccc(Cl)c4)c2=O)CCCCC3)no1	19%
O=C(c1cn[nH]c1-c1ccc(F)cc1)N1CC2CC(C1)[C@H]1CCCC(=O)N1C2 (some centres not stated)	48%[activator]
FC(F)(F)c1cccc(-c2cc3c(Nc4ccncc4)nccc3[nH]2)c1	u
O=[S+]1([O-])NCC2(CCN(Cc3c(F)cccc3F)C2)Oc2ccncc21 (configuration not stated)	5%[6.33 µM]
O=C(CN1C(=O)NC(c2ccc(Cl)cc2)C2=C1COC2=O)Nc1ccc2c(c1)OCO2 (configuration not stated)	u
CC(C)c1noc([C@@H]2C[C@H](NC(=O)c3ccc(F)cc3)CN2C)n1	35%[activator][176 µM]
Later entries
SMILES	12-LOX inh
Cc1ccoc1C(=O)N1C[C@@H](COCC2CC2)[C@H](c2ccccn2)C1	58%[activator]
O=C(Cc1ccccc1F)N1CC(Oc2ccc(-c3noc(-c4cccnc4)n3)cc2)C1	49%[activator]
Cc1ccc(S(=O)(=O)N2CCC(Oc3ncccc3C(=O)N(C)C)C2)cc1F (configuration not stated)	33%[activator]
Cc1ccn(CC(=O)N2CCc3nn(Cc4ccccc4)c(=O)n3CC2)n1	78%[activator]
O=C(c1ccccc1)N1CCC(NCCOc2ccccc2F)CC1	32%[activator]
Cc1cnn(Cc2cc(C(=O)N3CCCCCC3c3nnc(-c4ccccc4)o3)no2)c1 (configuration not stated)	57%[activator]
Cc1ccccc1CNC(=O)C1CCN(C(=O)N2CC3CC(C2)[C@H]2CCCC(=O)N2C3)CC1 (some centres not stated)	32%[activator]
CC1(C)CC(NC(=O)C2CC(=O)N(c3n[nH]c4ccccc34)C2)CC(C)(C)N1 (configuration not stated)	33%[activator]
Cc1cc(F)ccc1S(=O)(=O)N1C[C@H](C2CC2)[C@@H](N)C1	16%
O=C(c1cccc(F)c1)N1CCC(n2cc(-c3nc(C4CC4)no3)nn2)C1 (configuration not stated)	u
NC(=O)c1cccc(-c2ncc3c(n2)OCCN(c2ccccc2)C3=O)c1	22%[176 µM]
O=C(c1ccccc1)N1CCC2(CC1)C(=O)Nc1ccccc12	0%[6.33 µM]
CN(C)C(=O)C1CN(C(=O)c2ccc(Br)cc2)CC12CCOCC2 (configuration not stated)	19%
Cc1nn(-c2ccc(F)cc2)c(C)c1CNC(=O)c1ccc(-n2cc(NC(=O)c3ccoc3)cn2)cc1	-1%
NCCc1cccc(CN2CCC(OCc3ccccc3)CC2)c1	u
COc1ccc(CNc2ncnc3c2CN(c2ccc(C)cc2)C(=O)N(C)C3)cc1OC	u
O=C(NC[C@H]1OC[C@@H](NC2CCCC2)[C@@H]1O)C1CCCC1	21%[176 µM]
O=C(NCC1CCN(C(=O)C(=O)c2cc3ccccc3o2)CC1)c1cccnc1	1%
Cc1ccc(C(=O)N[C@@H]2CN(Cc3ccncc3)C[C@H]2CN(C)C)c(C)c1	82%[activator]
CC(=O)NC1CCN(Cc2nc(-c3sccc3C)oc2C)CC1	72%[activator]
O=C(c1ccc2[nH]ccc2c1)N1CCOc2ccc(CN3CCN(c4ccccn4)CC3)cc2C1	-1%
O=C(Cn1cccc1-c1nc(-c2ccc3c(c2)OCO3)no1)Nc1ccc(Cl)cc1	-8%
CCOc1ccccc1C1NC(=O)N(CC(=O)Nc2cccc(C(C)C)c2)C2=C1C(=O)OC2 (configuration not stated)	7%
O=C(N[C@H]1CCN2C(=O)c3ccccc3NC(=O)[C@@H]2C1)c1ccccc1	-5%[176 µM]
Cc1ccccc1C1=NOC2CN(C(=O)c3ccc4c(c3)OCO4)CC12 (configuration not stated)	-25%
(more compounds)
SMILES	12-LOX inh
Nc1ccn([C@@H]2O[C@H](C(=O)N[C@H]3CCCCNC3=O)[C@@H](O)[C@H]2O)c(=O)n1	-19%
CN[C@H](C(=O)N[C@H]1C[C@@](O)(C(=O)N[C@@H](Cc2cccs2)C(N)=O)C[C@@H](O)[C@@H]1O)C(C)C	19%
NC(=O)Cn1ccc2cc(OCC3CCN(c4cnccn4)CC3)cnc21	11%[176 µM]
CNC(=O)c1cccc(-c2cnc(Nc3cccc(C(F)(F)F)c3)c3c2CCO3)c1	8%[176 µM]
CC1=C[C@@H](CN2CCC(CO)CC2)[C@H](C(C)C)C[C@H]1Cc1nnc(-c2ccncc2)o1	59%[activator][176 µM]
O=C(c1ccc2c(c1)OCO2)N1CCCC2(CC(c3ccccn3)=NO2)C1 (configuration not stated)	4%[6.33 µM]
O=C(NCc1cccs1)c1ccc2nccn2c1	24%[176 µM]
CCN1C(=O)CCC2(C(=O)NCCN(C)C3CCCCC3)CCCC=C12 (configuration not stated)	82%[activator]
O=C1N[C@@H](Cc2ccccc2)C(=O)N2[C@H]1CSCCS2(=O)=O	2%
CCCCCNc1ncnc2c1CN(C1CCCNCC1)C(=O)CN2C (configuration not stated)	-25%[6.33 µM]
CC(C)[S+](=O)([O-])N1CC2ON=C(C(=O)O)C2C1 (configuration not stated)	4%[12.5 µM]
O=C1CC(c2nc(-c3ccc4nc[nH]c4c3)no2)CN1Cc1cccnc1 (configuration not stated)	59%[activator]
C[C@@H]1CN(C(=O)c2cc(-c3ccco3)nc3c(Cl)cccc23)C[C@]1(C)O	u
O=C(NC[C@H]1OC[C@@H](N(Cc2ccccc2)Cc2ccccc2)[C@@H]1O)Nc1ccccc1	-9%[176 µM]
CSCC(=O)N1CC[C@H](NC(=O)Nc2cccc(SC)c2)[C@H]1C(=O)N[C@H](Cc1ccccc1)C(N)=O	0%
CCN(CC)C(=O)CC[C@@H]1CNC(=O)[C@@H]2C[C@H](NCc3ccc(OC)cc3)CN12	-5%[176 µM]
COc1cc(CN2CCOc3ccc(C(=O)NCc4ccccc4F)cc3C2)ccc1O	36%
Cc1c(CN2CCCC(C(=O)Nc3cccc(-c4cc5ccccc5[nH]4)c3)C2)cnn1C (configuration not stated)	u
O=C(CN1CC2CC(C1)[C@H]1CCCC(=O)N1C2)NCc1ccc2c(c1)OCO2 (some centres not stated)	36%[activator]
C=CCC1(C(=O)O)CCCN(C(=O)CCCc2ccc(OC)cc2)C1 (configuration not stated)	u
O=C(CC1CCN(S(=O)(=O)c2ccccc2F)C1)NCc1ccccc1 (configuration not stated)	8%
Cc1[nH]c2ccccc2c1CC(=O)NC1CCCc2nc(N(C)C)ncc21 (configuration not stated)	43%[activator]
COCc1nc2nc(-c3ccccc3)c(-c3ccnc(OC)c3)cc2n1C	-3%[176 µM]
O=Cc1cccc(-c2cncnc2)c1	7%[12.5 µM]
CNC(=O)[C@@H]1CN(C(=O)c2ccc(OC)nc2)C[C@H]1COC	64%[activator]
Continued.
SMILES	12-LOX inh
O=C(CCC[C@@H]1[C@H]2CCCN3CCC[C@@H](CN1Cc1cccnc1)[C@@H]23)NCc1cccnc1	77%[activator]
COCCC(=O)N1CCC(N2C[C@H](O)C[C@H]2C(=O)NCc2cccc(OC)c2)CC1	37%
O=C(CN1CCn2nnc(-c3nc(-c4ccccc4)no3)c2C1=O)Nc1ccc(Cl)cc1	6%
Cc1cn2nc(C(=O)NCc3ccc(F)cc3F)cc2c(=O)[nH]1	3%
O=C(c1ccc(F)cc1)N1CCC(n2cc(-c3nc(C4CC4)no3)nn2)C1 (configuration not stated)	-2%
Cc1cn2nc(C(=O)N3CCC(NC(=O)C4CCC4)CC3)cc2c(=O)[nH]1	18%
